Bioassay records from PubChem.
DT40 TDP1 no CPT: qHTS for Inhibitors of human tyrosyl-DNA phosphodiesterase 1 (TDP1): qHTS in cells in absence of CPT | DT40 Tdp1-/- hTDP1 cells, no CPT, ATP luminescence, 48 h | Potency, µM (doses to about 46.2 µM), without a hit: top-dose activity change, negative = growth inhibition, usual class: inhibitors | 15% of 420,000 active | AID 686978, 2013; active = well fitted inhibition curve with a large enough effect; inconclusive = small, poorly fitted or top-dose-only effect; also: nearly all actives have a fitted effect of over 55% in size
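Readout: luminescence from CellTiter-Glo after 30 min in the dark at RT. Cells: DT40 Tdp1-/- with stable hTDP1, 400/well. Exposure: compounds alone, ≥48 hr, 37 °C.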
Numbers without * were called inactive; ? = inconclusive. % is scaled to controls: 0 for no effect and ±100 for the full control effect; potency is read from the fitted curve at half-maximal effect.

Compound | DT40 TDP1 no CPT
CC(C)CN(C(=O)COC(=O)c1cc(=O)[nH]c2ccccc12)c1c(N)n(Cc2ccccc2)c(=O)[nH]c1=O | 7%
O=c1cc(CN2CCOCC2)c2ccccc2o1 | -1%
O=C(c1ccc(CS(=O)Cc2cccc(Cl)c2)o1)N1CCN(c2ccc(F)cc2)CC1 (configuration not stated) | 16µM*
COc1ccc(CN2C(=O)C(CC(=O)NC3CCCCC3)CC(C(=O)N(C)C)=C2C)cc1 (configuration not stated) | -20%
O=C(NCc1ccncc1)C1Cc2c(-c3ccc4c(c3)OCO4)ccnc2O1 (configuration not stated) | 13µM*
CNc1nc(Oc2ccc3sc(C)nc3c2)c2sccc2n1 | 21µM*
Cc1ccc2ccc(C(Nc3ccccc3)c3ccc(Cl)cc3)c(O)c2n1 (configuration not stated) | 3.3µM*
Cc1cc(Oc2ccccc2)nc(C#N)n1 | -16%
CN1C(=O)c2cccc3c(Br)ccc(c23)C1=O | ?
CC1(C(=O)NS(=O)(=O)c2cccc(OC(F)F)c2)CCN1C(=O)c1ccccc1CCc1ccccc1 (configuration not stated) | ?
c1ccc(CCNCc2ccco2)nc1 | -2%
COc1ccc(-c2coc3c(C(=O)NCCN4CCOCC4)cccc23)c(C)c1 | ?
CC(C)NC(=O)c1ccc(COc2cccc3ccccc23)o1 | 18µM*
C=CCOc1ccc(/C(O)=C2/C(=O)C(=O)N(CCCN3CCOCC3)C2c2ccccc2)cc1 (configuration not stated) | ?
CCCCN(C=O)c1c(CC)nc2ccc(C(=O)N3CCN(C(C)=O)CC3)cn12 | -13%
CC(C(=O)NCc1ccccc1)n1c(-c2ccc3c(c2)CCO3)nc2ccccc21 (configuration not stated) | ?
CCOC(=O)c1ccc(O)c(-n2cc3c(c2-c2ccccc2)c(=O)n(C)c(=O)n3C)c1 | 15µM*
COc1ccc(Cc2c(-c3ccccc3)nc3c4ccccc4ccn23)c(C)c1 | 15µM*
CC(=O)Nc1ccc(-c2ccnc3c2CC(C)(C(=O)NCc2ccco2)O3)cc1 (configuration not stated) | 1.2µM*
COCCNC(=O)C1(C)CCCN(Cc2ccccc2N(C)C)C1 (configuration not stated) | -4%
O=c1[nH]cnc(CN2CCCCC2)c1O | 17%
Cc1ccc(S(=O)(=O)N(C)C[C@H]2Oc3cc(C#CC4CCCC4)ccc3S(=O)(=O)N([C@H](C)CO)C[C@H]2C)cc1 | 18µM*
OC[C@H]1O[C@@H](c2nc(-c3ccc4[nH]ccc4c3)no2)[C@H](O)[C@@H](O)[C@H]1O | 3%
CC1(C(=O)NCc2ccccc2)CCC(=O)N1C1CC1 (configuration not stated) | 0%
O=C(Cc1ccc(NC(=O)C2CCCN(C(=O)C3CCC3)C2)cc1)Nc1cccc(C(=O)N2CCCCC2)c1 (configuration not stated) | ?

Four entries from above, with each value named.
> CN1C(=O)c2cccc3c(Br)ccc(c23)C1=O
  DT40 TDP1 no CPT: ?

> CC1(C(=O)NS(=O)(=O)c2cccc(OC(F)F)c2)CCN1C(=O)c1ccccc1CCc1ccccc1 (configuration not stated)
  DT40 TDP1 no CPT: ?

> c1ccc(CCNCc2ccco2)nc1
  DT40 TDP1 no CPT: -2%

> COc1ccc(-c2coc3c(C(=O)NCCN4CCOCC4)cccc23)c(C)c1
  DT40 TDP1 no CPT: ?

Other structures follow:
Compound | DT40 TDP1 no CPT
O=C(NC(=S)N1CCN(c2ccc(F)cc2)CC1)c1ccccc1 | 21µM*
CC(C)NC(=O)N[C@H]1C=C[C@H](CC(=O)NCc2ccc(Oc3ccccc3)cc2)O[C@@H]1CO | ?
CCCNC(=O)N1C2=NC(C(=O)OC)=C(C(=O)OC)[C@@H]3N(Cc4ccccc4)c4ccccc4[C@]23C[C@H]1CO | -12%
COc1ccc(Cc2ccccc2C(=O)O)cc1 | -14%
COc1cc2ccnc(C=O)c2cc1OC | 2.6µM*
COc1cc(=O)n2c(c1C(=O)N(C)Cc1nccs1)CCN(Cc1cc3ccccc3s1)CC2 | ?
CC1(C)C(/C=C/C=C/C=C/C=C2\N(CCCCS(=O)(=O)O)c3ccc4ccccc4c3C2(C)C)=[N+](CCCCS(=O)(=O)[O-])c2ccc3ccccc3c21 | -3%
CCCS(=O)(=O)NC(=O)C1(C)CCCN(C(=O)c2cccnc2Oc2ccccc2)C1 (configuration not stated) | -9%
Cn1c(=O)c2c(nc(NCCc3ccccc3)n2Cc2ccc(Cl)c(Cl)c2)n(C)c1=O | 6.5µM*
CCc1nc2ccc(C(=O)N(C)Cc3ccccc3)cn2c1N(C)Cc1ccc(OC)cc1 | 12µM*
Cc1ccc2ncc(C)c(C)c2c1 | -10%
COc1ccc(-c2nnc(SC)nc2-c2ccc(OC)c([N+](=O)[O-])c2)cc1[N+](=O)[O-] | ?
O=C(CSc1nc2cccc(F)c2c(=O)n1-c1ccccc1)Nc1ccc2c(c1)CCC2 | ?
COCCNc1ncnc2c1ncn2[C@H]1CN(Cc2cccs2)C[C@@H](CO)O1 | -4%
C=C(C)C1CC=C(C)C(=NNC(=O)c2ccncc2)C1 (configuration not stated) | 0%
CC(=O)Nc1ccc(C(=O)N2c3ccccc3N=C(c3ccc4c(c3)OCO4)C2C(=O)NCc2ccccc2)cc1 (configuration not stated) | ?
CCCCC(=O)N(C)c1c(C)nc2ccc(C(=O)N3CCNC(=O)C3)cn12 | -14%
C[C@H](O)[C@@H]1C(=O)N2CCc3ccc(N4CCOCC4)cc3[C@@H]2C[C@@H]1N(C)C(=O)C(C)(C)C | 0%
CCCCN(C=O)c1c(CC)nc2ccc(C(=O)NCCCn3ccnc3)cn12 | -17%
CC(C)Oc1ccccc1/C=N/n1nnnc1N | -26%
O=C(Sc1n[nH]c(=O)[nH]c1=O)c1ccccc1 | -10%
Cc1oc(-c2ccccc2NC(=O)C2CCCO2)nc1CNC(=O)c1[nH]c2c(C)ccc(C)c2c1C (configuration not stated) | ?
COc1cc(C(=O)N2CCN(S(=O)(=O)c3cc(C)ccc3C)CC2)ccc1OCC(=O)N1CCOCC1 | 3%
O=C(CSc1nc(-c2ccco2)cc(C(F)(F)F)n1)NC1CCCCCCC1 | ?
COc1cc2nc(CCc3nc4cc(OC)c(OC)cc4[nH]3)[nH]c2cc1OC | 2µM*

Reformatted as labelled records: entries from further up
> COc1cc(C(=O)N2CCN(S(=O)(=O)c3cc(C)ccc3C)CC2)ccc1OCC(=O)N1CCOCC1
  DT40 TDP1 no CPT = 3%
> O=C(CSc1nc(-c2ccco2)cc(C(F)(F)F)n1)NC1CCCCCCC1
  DT40 TDP1 no CPT = ?

Next entries:
Compound | DT40 TDP1 no CPT
CCCc1cc(=O)oc2cc(OCC(=O)NCCN3CCOCC3)c(Cl)cc12 | 16µM*
CCN(CC)c1ncnc2c1ncn2[C@H]1CN(Cc2ccccc2)C[C@@H](CO)O1 | ?
COc1ccc(C(=O)NC(C)c2ccc(-n3ccnc3)cc2)c(OC)c1 (configuration not stated) | -14%
CCn1c(N)cc(=O)[nH]c1=S | -9%
O=C1NC[C@@H](CCCCN2CCN(CCc3ccccc3)C(=O)C2=O)N(CCC2CCCCC2)C1=O | -8%
CCOC(=O)[C@]12CCCC=C1N(Cc1cccc3ccccc13)C(=O)[C@H](CC(=O)NCc1ccccc1)C2 | 23µM*
Cc1ccsc1C(=O)N1CCCCCC1(C)C(=O)NCC(C)C (configuration not stated) | -2%
O=C(Cc1ccccc1)NN=C1CCCC1 | -1%
COc1cc(Cn2c3ccc(NC(=O)CC(C)C(F)(F)F)cc3c(=O)n2C)ccc1F (configuration not stated) | 16µM*
CC(C)C[C@@H]1COc2cccc(N(C)CCO)c2S(=O)(=O)N1 | ?
CC(C)Cc1nnc(NS(=O)(=O)c2ccccc2)s1 | -4%
Cc1ccc(Cn2c(C(C)Nc3nc(-c4ccc(Cl)cc4)cs3)nc3cc(C(=O)NCCCO)ccc32)cc1 (configuration not stated) | 8.2µM*
CC(O)(c1ccccc1)c1nc(/C=C/c2ccccc2)cs1 (configuration not stated) | ?
CCOC(=O)[C@]12CCC=C1N(Cc1ccco1)C(=O)[C@H](CC(=O)NCCc1ccccc1OC)C2 | ?
N#CC1=CC2CN(Cc3ccccc3)C1C1C(=O)N(c3ccccc3)C(=O)C21 (configuration not stated) | ?
COc1ccc(NC(=O)c2sc(=O)n(Cc3ccccc3C#N)c2C)cc1OC | ?
COC(=O)[C@@H]1CCCN1Cc1ccc2c(c1)CN(Cc1ccccc1)CCO2 | -36%
COc1ccc(-c2oc3ccc(-c4ccc5c(c4)OCO5)cc3c2C#CC2(O)CCCCC2)cc1 | ?
COCCNc1nc(Oc2cccc3ccccc23)c2sccc2n1 | 16µM*
C/C(=N\n1c(C)nc2ccccc2c1=O)c1ccc(N)cc1 | 18µM*
Cc1nc(N)[nH]c(=O)c1CCCNc1ccc([N+](=O)[O-])cc1 | -10%
COc1cc(/C=C2/SC(=S)N(CCC(=O)N3CCN(C)CC3)C2=O)cc(OC)c1OC | 23µM*
CCOC(=O)C1=CCN(S(=O)(=O)c2ccc(C)cc2)C1c1ccc(Cl)cc1 (configuration not stated) | ?
NC(=O)C1=C(c2ccccc2)c2ccccc2C1=O | 5.2µM*
CC(C)Nc1ncnc2c1ncn2[C@H]1CN(Cc2ccc(-c3ccccc3)cc2)C[C@@H](CO)O1 | 5.2µM*

2 compounds drawn at random from the list so far, as already listed:
Compound | DT40 TDP1 no CPT
N#CC1=CC2CN(Cc3ccccc3)C1C1C(=O)N(c3ccccc3)C(=O)C21 (configuration not stated) | ?
CCOC(=O)C1=CCN(S(=O)(=O)c2ccc(C)cc2)C1c1ccc(Cl)cc1 (configuration not stated) | ?

(listing goes on)
molecule	DT40 TDP1 no CPT
COCC(=O)Nc1cc(C(=O)N2CCCC(c3ccccc3)CC2)c2c(c1)nc(-c1ccncc1)n2C (configuration not stated)	-25%
Cc1nn(-c2ccccc2)c2sc(C(=O)Nc3ccc(Br)cc3)cc12	16µM*
N=c1c2ccccc2nc2n1CCCCC2	-29%
O=C(O)CSc1cccnc1Sc1ccc(Cl)cc1	2%
CC1(C(=O)NCc2ccccc2)CN(S(C)(=O)=O)CC(=O)N1CCc1ccccc1 (configuration not stated)	15%
COc1ccc(OC)c(NC(=S)NCc2ccco2)c1	-4%
COc1cc(-c2cc(NC=O)c3ncc(-c4ccc(C(C)=O)cc4)n3c2)cc(OC)c1OC	7.3µM*
O=C1CN(CCN2CC(=O)N(Cc3ccccc3)C(=O)C2)CC(=O)N1Cc1ccccc1	?
Cc1ccccc1C1(O)c2ccccc2-c2ccccc21	15µM*
COc1cc(Cn2c3ccc(NC(=O)NCCc4ccccc4)cc3c(=O)n2C)ccc1F	?
CCOC(=O)N1CCN(Cc2ccc3c(c2)CN(C(=O)c2sc(C)nc2C)CCO3)CC1	16µM*
CCOC(=O)N1CCN(Cc2ccc3c(c2)CN(C(=O)c2cc(-c4ccccc4)no2)CCO3)CC1	23µM*
CCOC(=O)[C@]12CCC=C1N(Cc1ccc3c(c1)OCO3)C(=O)[C@H](CC(=O)NCC13CC4CC(CC(C4)C1)C3)C2	23µM*
Cc1cc2oc(=O)cc(CN(C)Cc3ccccc3)c2cc1Cl	?
O=C(CC[C@H]1O[C@@H](n2ccc(=O)[nH]c2=O)[C@H](O)[C@@H]1O)NCc1cccc2ccccc12	-9%
CC(C(=O)OCC(=O)Nc1ccccc1OC(F)F)N1C(=O)C2CC=CCC2C1=O (configuration not stated)	-28%
CCCNC(=O)C1(CC2CC(c3ccccc3)=NO2)CCN(C(=O)CCCCCBr)CC1 (configuration not stated)	4%
O=C(c1[nH]c(C(F)(F)F)nc1-c1ccccc1)N1CCN(c2ccc(C(F)(F)F)cn2)CC1	?
CC(=O)Nc1ccc(-c2ccnc3c2CC(C)(C(=O)Nc2ccccc2)O3)cc1 (configuration not stated)	18µM*
COC(=O)C1(C(=O)OC)C[C@H](/C=C/c2ccccc2)N(Cc2ccccc2OC)[C@@H]1c1ccc(F)cc1	?
CCCCNC(=O)C1(C)CCN1Cc1cc(C)ccc1C (configuration not stated)	?
COc1ccccc1NC(=O)c1sc2nc(C)cc(C)c2c1N	-24%
CC(=O)c1ccc(C2CC(OCCF)=CC(=O)O2)cc1 (configuration not stated)	-9%
CCN(CC)Cc1nc2nc(Cl)c(Cl)nc2[nH]1	0%
CC1=C(N2CCN(c3ncccn3)CC2)CCC1=O	9%
O=c1c2ccccc2sc2ccc(C#CC3(O)CCCCC3)cc12	?
COc1cccc(CNC(=O)[C@@H]2CCCN2C(=O)[C@H]2CCCCN2S(=O)(=O)c2ccc(OC)c(C)c2)c1	21µM*
c1ccc2oc(-c3ccc(Nc4nc(N5CCOCC5)nc(N5CCOCC5)n4)cc3)nc2c1	-30%
CNC(=O)C[C@@H]1C(=O)N(Cc2ccccc2)CC1(C)C	-2%
COc1ccc(OCCCCn2c(-c3ccc(Cl)cc3)nc3ccccc3c2=O)cc1	?
COc1ccc(NC(=O)c2sc3nc4c(c(-c5ccc(OC)cc5)c3c2N)C(=O)CC(C)(C)C4)cc1	13µM*
CCCCN(Cc1ccc(C(=O)N[C@H](C(=O)O)C(C)C)cc1)C(=O)C(c1ccccc1)c1ccccc1	-15%
O=C(Nc1ccc2c(c1)CCO2)Nc1nnc([C@H]2C[C@H](O)[C@@H](CO)O2)s1	5%
CCOC(=O)C1(Cc2ccccc2)CCCCCC1=O (configuration not stated)	?
CS(=O)(=O)N1CCCCC1CCN1CCCCC1 (configuration not stated)	-3%
Clc1cccc(Cc2c(-c3cccc(Cl)c3)nc3ccc(Br)cn23)c1	?
C=C1C=C(C)n2ncc(C(=O)Nc3ccc(F)cc3F)c2N1	4%
CCN(CC)CCN(C)c1ccc(/C=C/c2ccnc3ccccc23)cc1	?
CC(C)(C)c1ccc(C(=O)NC(=O)COC(=O)c2ccc(Br)o2)cc1	?

Only part of the results is shown; the hit share may differ from the screen's.
